DNA FID counter – displaces DNA intercalator in HCV helicase counter-screen. 290,000 tested, 0.17% active. AID 1845. inhibition, % at 7.9 µM. DNA fluorescent intercalator displacement, fluorescence; in the data active means inhibition above about 37%;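 further: 0% = vehicle and 100% = reference compound; higher means more ethidium bromide displaced from hairpin DNA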
PHOSPHO1 inh – PHOSPHO1 (human) inhibition; recombinant PHOSPHO1, absorbance phosphatase assay; inhibition, % at 13.3 µM; 290,000 tested, 1.1% active; AID 1565; in the data active means inhibition above about 60%
Target sequence (Q8TCT1 whole entry, looked up): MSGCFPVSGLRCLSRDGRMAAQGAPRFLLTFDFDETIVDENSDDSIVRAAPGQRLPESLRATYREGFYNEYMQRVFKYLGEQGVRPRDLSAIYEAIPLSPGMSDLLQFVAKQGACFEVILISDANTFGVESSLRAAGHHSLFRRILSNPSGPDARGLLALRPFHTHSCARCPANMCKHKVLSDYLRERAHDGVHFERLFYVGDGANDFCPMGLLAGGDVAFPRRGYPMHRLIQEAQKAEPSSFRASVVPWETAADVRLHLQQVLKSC
GPR7 antagonist – blocks human GPR7 receptor signaling; inhibition, % at 4.4 µM; P48145; GPR7-expressing cells, fluorescence antagonist assay; 290,000 tested, 1.1% active; in the data active means inhibition above about 16%, passing the limit was not always enough;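 further: cells stimulated with the agonist NPW; 0% = agonist with vehicle and 100% = vehicle without agonist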
Target sequence (P48145 whole entry, looked up): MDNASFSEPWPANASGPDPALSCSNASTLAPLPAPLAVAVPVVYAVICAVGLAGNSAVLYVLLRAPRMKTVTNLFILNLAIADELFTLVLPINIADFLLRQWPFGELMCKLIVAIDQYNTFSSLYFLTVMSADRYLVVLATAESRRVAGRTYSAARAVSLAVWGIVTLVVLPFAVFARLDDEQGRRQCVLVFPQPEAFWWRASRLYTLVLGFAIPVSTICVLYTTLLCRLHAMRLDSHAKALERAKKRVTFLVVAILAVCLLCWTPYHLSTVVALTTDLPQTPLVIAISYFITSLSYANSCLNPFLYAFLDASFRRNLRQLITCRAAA
OXTR agonist – activates the human oxytocin receptor; P30559; CHO-OTR cells, Fluo-8 calcium fluorescence; normalized: DMSO 0%, oxytocin 100%; activation, % at 3 µM; 320,000 tested, 0.32% active; AID 2435;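 active means activation above the mean of all tested compounds plus 3 SD, cutoff set per screening run, cut at about 20% in these data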;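 further: peak over basal fluorescence ratio from a 100 s FLIPR kinetic read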
Target sequence (P30559 whole entry, looked up): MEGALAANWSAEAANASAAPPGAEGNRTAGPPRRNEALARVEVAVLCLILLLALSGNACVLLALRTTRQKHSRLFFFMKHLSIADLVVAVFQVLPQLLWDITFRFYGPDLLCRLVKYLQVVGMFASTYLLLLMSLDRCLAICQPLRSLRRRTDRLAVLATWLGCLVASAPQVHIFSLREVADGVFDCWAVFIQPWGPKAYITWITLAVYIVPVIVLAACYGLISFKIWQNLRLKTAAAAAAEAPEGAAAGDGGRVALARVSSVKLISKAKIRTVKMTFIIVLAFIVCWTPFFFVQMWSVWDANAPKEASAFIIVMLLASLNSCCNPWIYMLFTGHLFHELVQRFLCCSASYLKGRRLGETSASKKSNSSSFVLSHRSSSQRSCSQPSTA
MEKK3 PB1 HTS – raises or lowers MEK5 binding to the human MEKK3 PB1 domain. Q99759. bead-based flow cytometry, Alexa488-MEK5 binding to MEKK3; actives lie on both sides; 0 = blocked by unlabeled MEK5, 100 = vehicle. binding response (% of control), % at 10 µM. 290,000 tested, 1.4% active;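 active means binding response more than 3 SD above or below the average of its plate-row segment, actives on both sides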;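 further: Alexa488 bead fluorescence after subtracting the streptavidin-only scavenger bead signal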
PfM18AAP inh – blocks P. falciparum M18 aspartyl aminopeptidase. recombinant PfM18AAP, H-Glu-NHMec fluorogenic cleavage. inhibition, % at 7.35 µM. 290,000 tested, 1.2% active;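 active means inhibition above the campaign mean inhibition over all tested compounds plus 3 SD, cut at about 28% in these data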;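 further: 0% = plate median of test compound wells and 100% = 2 mM ZnCl2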
MEKK2 mut-MEK5 – signal of MEK5 binding to mutant human MEKK2 PB1 domain; bead flow cytometry, Alexa488-MEK5 binding to MEKK2 mutant; AID 1530; percent response, % at 10 µM; 290,000 tested, 0.35% active; in the data active means percent response above about 24%, passing the limit was not always enough; further: inactives centre near 1; some results filed as inactive read as strong as hits; reference of the scale not given here
MEKK2wt PB1 HTS – raises or lowers MEK5 binding to wildtype human MEKK2 PB1 domain | bead flow cytometry, Alexa488-MEK5 binding to MEKK2 WT; actives lie on both sides | AID 1531 | binding response (% of control), % at 10 µM | 290,000 tested, 1.1% active | Q9Y2U5; in the data active means binding response below about 67% or above about 130%
NALP1 yeast inh – blocks the NALP1 inflammasome reconstituted in yeast; S. cerevisiae NALP1/ASC/caspase-1 growth, X-gal OD620, 72 h; AID 2071; inhibition, % at 10 µM; 280,000 tested, 0.61% active; in the data active means inhibition mostly above about 24%, no sharp cut-off; inactive means mostly below about 32%; further: some compounds called inactive have numbers as strong as hits
* = called active by the depositor; · = not tested or not shown.

1. COc1cc(=O)[nH]c(SC(C)C(=O)Nc2nc3c(s2)CCCC3)n1 (stereo unspecified)
2. O=C(Cn1cnc2c(cnn2-c2ccccc2)c1=O)N1CCN(c2ccc(F)cc2)CC1
3. CCOC(=O)/C(C#N)=C(C)/C=C1\Sc2ccccc2N1CC
4. Cn1c(/C=N/NC(=O)c2ccccc2)nc2ccccc21
5. COc1ccc(CC(=O)NCc2n[nH]c(=S)n2-c2ccc(Br)cc2)cc1
6. Cc1cc(C)c(NC(=O)CSc2nnc(SCC(=O)Nc3c(C)cc(C)cc3C)n2N)c(C)c1

compound no.	1	2	3	4	5	6
DNA FID counter	-10	-2	-1	-10	-13	-31
PHOSPHO1 inh	22	-3	1	28	3	-21
GPR7 antagonist	-12	-10	-6	-9	-4	-6
OXTR agonist	-0.5	-0.4	-0.7	-0.2	0.2	-0.4
MEKK3 PB1 HTS	101	100	97	104	101	103
PfM18AAP inh	-7	-3	3	2	20	-4
MEKK2 mut-MEK5	-3	2	2	8	-11	9
MEKK2wt PB1 HTS	103	103	96	103	91	104
NALP1 yeast inh	12	6	4	0	-7	1

7. COc1ccc(C(=O)/C=C/Nc2cc(C)ccn2)cc1
8. Cc1cccc(C)c1N=C1SC(CC(=O)Nc2c(C)cccc2C)C(=O)N1CCc1ccccn1 (stereo unspecified)
9. Cc1cccc(NC(=O)CCc2ccc(S(=O)(=O)NC3CCCCC3)cc2)c1
10. CCOC(=O)C1C(=O)C=C(c2ccc(Br)cc2)CC1c1ccco1 (stereo unspecified)
11. CCCOc1ccc(C(=O)OCC(=O)c2c(N)n(C)c(=O)n(C)c2=O)cc1OCC
12. CC(=O)c1ccc(N2CCN(C(=O)CCN3C(=S)NC(C)(C)CC3C)CC2)cc1 (stereo unspecified)

compound no.	7	8	9	10	11	12
DNA FID counter	-12	-30	-28	-18	2	-16
PHOSPHO1 inh	37	12	-1	42	24	-11
GPR7 antagonist	-2	16	3	-6	-1	-1
OXTR agonist	-0.6	1.2	3.1	0.0	-0.1	-0.5
MEKK3 PB1 HTS	94	102	102	102	89	102
PfM18AAP inh	0	1	-2	0	-5	-1
MEKK2 mut-MEK5	4	0	6	1	-9	1
MEKK2wt PB1 HTS	109	98	105	105	87	99
NALP1 yeast inh	-14	22	19	-18	-6	-2

Next part, overlapping the part above by 2 compounds.
11. CCCOc1ccc(C(=O)OCC(=O)c2c(N)n(C)c(=O)n(C)c2=O)cc1OCC
12. CC(=O)c1ccc(N2CCN(C(=O)CCN3C(=S)NC(C)(C)CC3C)CC2)cc1 (stereo unspecified)
13. COc1ccc(C(C)=O)cc1COC(=O)c1c(C)noc1C
14. O=C(/C=C/c1cccs1)N1CCOCC1
15. Cc1[nH]c(C)c(S(=O)(=O)NCC(C)c2ccccc2)c1C(=O)N1CCCCC1 (stereo unspecified)
16. COc1ccc(-c2nc(CS(=O)CC(=O)NCCC3=CCCCC3)c(C)o2)cc1 (stereo unspecified)
17. N#Cc1c(N)n[nH]c1-c1cc2c([nH]1)CCCC2
18. O=C(CCn1c(=O)[nH]c2ccsc2c1=O)N1CCN(c2cccc(Cl)c2)CC1

compound no.	11	12	13	14	15	16	17	18
DNA FID counter	2	-16	-17	-1	-29	-28	0	-26
PHOSPHO1 inh	24	-11	1	-4	49	44	-6	-5
GPR7 antagonist	-1	-1	1	-9	0	-1	-11	-13
OXTR agonist	-0.1	-0.5	-1.5	1.0	0.2	-2.0	-0.3	-0.2
MEKK3 PB1 HTS	89	102	103	82	99	105	98	121
PfM18AAP inh	-5	-1	3	-1	2	-10	0	-1
MEKK2 mut-MEK5	-9	1	-1	-4	-1	3	-1	8
MEKK2wt PB1 HTS	87	99	100	90	98	104	101	119
NALP1 yeast inh	-6	-2	14	11	19	12	-14	16

19. Cc1ccc(CNC(=O)CCS(=O)(=O)c2ccc(Cl)cc2)cc1
20. CC(C)OC(=O)C(C)Nc1ccc(F)c(Cl)c1 (stereo unspecified)
21. COc1ccc(NC(=O)CS(=O)(=O)Cc2nc(-c3ccc(C)cc3)oc2C)cc1
22. CCCCCCCCN1[C@@H](CC(=O)OCC)c2cc(F)ccc2S1(=O)=O
23. Cc1ccc(S(=O)(=O)N(C)c2ccc(C(=O)N3CCN(Cc4ccc5c(c4)OCO5)CC3)cc2)cc1
24. COc1ccc(/C=C/C(=O)N(Cc2cccs2)C2CCS(=O)(=O)C2)cc1 (stereo unspecified)

compound no.	19	20	21	22	23	24
DNA FID counter	-4	-3	-26	·	-20	-29
PHOSPHO1 inh	-16	22	24	·	5	27
GPR7 antagonist	2	-12	-4	·	13	-15
OXTR agonist	-2.1	-2.7	-1.4	-1.6	8.4	-0.2
MEKK3 PB1 HTS	104	100	101	104	100	90
PfM18AAP inh	0	-7	-2	·	2	-16
MEKK2 mut-MEK5	5	5	4	4	6	-10
MEKK2wt PB1 HTS	114	101	102	106	102	97
NALP1 yeast inh	20	·	45*	·	23	·

25. C=CCNC(=O)c1ccc(-c2ccc([N+](=O)[O-])cc2)o1
26. O=C(O)c1ccc(/C=N/N2CCN(c3ccccc3)CC2)cc1
27. Cc1onc(-c2c(Cl)cccc2Cl)c1C(=O)NNC(=O)c1c(-c2c(Cl)cccc2Cl)noc1C
28. Cn1c(SCC(O)c2ccccc2)nnc1-c1ccc2ccccc2c1 (stereo unspecified)
29. COc1ccc(NC2CCCN(C(=O)CCc3cn[nH]c3)C2)cc1 (stereo unspecified)
30. CC(C)(C)c1ccccc1OCCCCN1CCCC1

compound no.	25	26	27	28	29	30
DNA FID counter	-1	-18	-23	-30	-6	10
PHOSPHO1 inh	30	24	25	28	33	12
GPR7 antagonist	-1	-1	-2	-10	-8	-7
OXTR agonist	-1.2	·	-1.4	-1.4	1.0	1.9
MEKK3 PB1 HTS	194*	100	101	93	103	105
PfM18AAP inh	14	-5	4	0	1	3
MEKK2 mut-MEK5	1	5	0	-14	7	16
MEKK2wt PB1 HTS	113	103	98	95	107	114
NALP1 yeast inh	21	-12	11	10	8	19

31. COc1cccc(N2CCN(C(=O)CN3C(=O)NC4(CCCC4)C3=O)CC2)c1
32. O=C(Nc1cccc(-c2nc3cccnc3s2)c1)c1cccnc1Cl
33. Cc1cc(-c2n[nH]c(=S)n2/N=C/c2cccc([N+](=O)[O-])c2)n[nH]1
34. COc1ccc(CNC(=S)N2CCN(Cc3ccccc3)CC2)cc1
35. Cc1ccc(C(=O)N2CCCC(N3CCN(c4cccc(C(F)(F)F)c4)CC3)C2)s1 (stereo unspecified)
36. O=C(Nc1ccc(Cl)cc1)N1CCc2ccccc2C1

compound no.	31	32	33	34	35	36
DNA FID counter	-27	-11	-3	3	-11	-8
PHOSPHO1 inh	29	24	1	30	-40	24
GPR7 antagonist	-6	1	-4	0	-2	7
OXTR agonist	1.8	0.2	0.2	2.9	-1.0	-2.0
MEKK3 PB1 HTS	101	111	98	99	100	97
PfM18AAP inh	5	-4	10	0	-2	5
MEKK2 mut-MEK5	5	13	-1	4	-3	-11
MEKK2wt PB1 HTS	103	106	94	94	101	86
NALP1 yeast inh	16	·	20	·	23	23

An excerpt from above in order of SMILES length, ascending:
30. CC(C)(C)c1ccccc1OCCCCN1CCCC1
7. COc1ccc(C(=O)/C=C/Nc2cc(C)ccn2)cc1
13. COc1ccc(C(C)=O)cc1COC(=O)c1c(C)noc1C
34. COc1ccc(CNC(=S)N2CCN(Cc3ccccc3)CC2)cc1
32. O=C(Nc1cccc(-c2nc3cccnc3s2)c1)c1cccnc1Cl
31. COc1cccc(N2CCN(C(=O)CN3C(=O)NC4(CCCC4)C3=O)CC2)c1
21. COc1ccc(NC(=O)CS(=O)(=O)Cc2nc(-c3ccc(C)cc3)oc2C)cc1
15. Cc1[nH]c(C)c(S(=O)(=O)NCC(C)c2ccccc2)c1C(=O)N1CCCCC1 (stereo unspecified)

compound no.	30	7	13	34	32	31	21	15
DNA FID counter	10	-12	-17	3	-11	-27	-26	-29
PHOSPHO1 inh	12	37	1	30	24	29	24	49
GPR7 antagonist	-7	-2	1	0	1	-6	-4	0
OXTR agonist	1.9	-0.6	-1.5	2.9	0.2	1.8	-1.4	0.2
MEKK3 PB1 HTS	105	94	103	99	111	101	101	99
PfM18AAP inh	3	0	3	0	-4	5	-2	2
MEKK2 mut-MEK5	16	4	-1	4	13	5	4	-1
MEKK2wt PB1 HTS	114	109	100	94	106	103	102	98
NALP1 yeast inh	19	-14	14	·	·	16	45*	19

35. Cc1ccc(C(=O)N2CCCC(N3CCN(c4cccc(C(F)(F)F)c4)CC3)C2)s1 (stereo unspecified)
8. Cc1cccc(C)c1N=C1SC(CC(=O)Nc2c(C)cccc2C)C(=O)N1CCc1ccccn1 (stereo unspecified)
27. Cc1onc(-c2c(Cl)cccc2Cl)c1C(=O)NNC(=O)c1c(-c2c(Cl)cccc2Cl)noc1C
23. Cc1ccc(S(=O)(=O)N(C)c2ccc(C(=O)N3CCN(Cc4ccc5c(c4)OCO5)CC3)cc2)cc1

compound no.	35	8	27	23
DNA FID counter	-11	-30	-23	-20
PHOSPHO1 inh	-40	12	25	5
GPR7 antagonist	-2	16	-2	13
OXTR agonist	-1.0	1.2	-1.4	8.4
MEKK3 PB1 HTS	100	102	101	100
PfM18AAP inh	-2	1	4	2
MEKK2 mut-MEK5	-3	0	0	6
MEKK2wt PB1 HTS	101	98	98	102
NALP1 yeast inh	23	22	11	23

The results go on.
37. Cc1ccccc1NC(=O)CN1CCC(n2nnc3ccccc32)CC1
38. O=C(Cn1nnc2c(cnn2-c2ccc(F)cc2)c1=O)Nc1ccccc1C(F)(F)F
39. Cc1ccnc2nc(C(=O)OCC(=O)N3CCc4ccccc43)nn12
40. CCCCn1c(N)c(N(CCC(C)C)C(=O)C2CC(=O)N(c3ccc4c(c3)OCCO4)C2)c(=O)[nH]c1=O (stereo unspecified)
41. Cc1[nH]c(C)c(S(=O)(=O)NCCc2ccc(S(N)(=O)=O)cc2)c1C(=O)N1CCCC1
42. Fc1cc2[nH]c(=S)[nH]c2cc1Cl

compound no.	37	38	39	40	41	42
DNA FID counter	-7	0	4	-25	-4	-2
PHOSPHO1 inh	6	29	32	33	22	12
GPR7 antagonist	12	-9	9	-9	-7	-8
OXTR agonist	-1.1	-0.4	1.3	-0.4	9.7	-0.6
MEKK3 PB1 HTS	112	97	102	104	97	104
PfM18AAP inh	-6	3	2	5	-2	13
MEKK2 mut-MEK5	5	-7	-3	5	-1	2
MEKK2wt PB1 HTS	107	87	98	104	99	104
NALP1 yeast inh	7	7	11	-2	18	11

43. NC(N)=Nc1nc2ccc(Cl)cc2c(=O)[nH]1
44. CCCC[C@@H]1C[C@H]1[C@@H](NC(=O)c1ccco1)c1ccccc1C(F)(F)F
45. COC(=O)c1cccc(NC(=O)CSc2nc(C)cc(=O)[nH]2)c1
46. Cc1ccc[n+](CC(=O)Nc2nc3ccccc3s2)c1
47. CC(C)N1C(=O)/C(=C\c2nc3ccccc3c(=O)[nH]2)c2ccccc21
48. Cc1cc(-c2ccc(C)c(S(=O)(=O)NCC3CCN(Cc4ccccc4F)CC3)c2)on1
49. COC(=O)/C(=N/Nc1ccccc1C)N1CCCc2ccccc21
50. COc1ccccc1-n1c(=O)c2c3c(sc2n2c(SC)nnc12)CCC3
51. Clc1ccc(Oc2cnns2)c(Cl)c1

compound no.	43	44	45	46	47	48	49	50	51
DNA FID counter	-3	·	-7	9	-15	20	1	-6	0
PHOSPHO1 inh	28	·	-7	-7	3	28	-5	·	-1
GPR7 antagonist	-10	·	-13	8	-4	-9	8	-5	0
OXTR agonist	0.1	-1.8	-1.1	0.4	-1.9	7.2	-1.5	0.4	-2.1
MEKK3 PB1 HTS	105	108	98	92	92	102	97	101	95
PfM18AAP inh	4	·	-6	-3	11	-9	-2	1	-4
MEKK2 mut-MEK5	-3	6	2	-7	-3	4	-2	1	-8
MEKK2wt PB1 HTS	100	108	98	93	92	109	106	103	101
NALP1 yeast inh	-11	·	19	0	27	27	23	·	3
